ROMK primary: modulates human ROMK potassium channel activity; Tet-inducible ROMK, thallium flux fluorescence; actives lie on both sides; B-score at 10 µM; hit rate 2% among 130,000; AID 1918;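 active = signal ratio slope over the read window, or its plate-corrected B-score, at least 3 SD from the plate mean, either direction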;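 also: B-score of the F/F0 ratio slope over 7 to 12 s after thallium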
Target sequence (P48048 whole entry, looked up): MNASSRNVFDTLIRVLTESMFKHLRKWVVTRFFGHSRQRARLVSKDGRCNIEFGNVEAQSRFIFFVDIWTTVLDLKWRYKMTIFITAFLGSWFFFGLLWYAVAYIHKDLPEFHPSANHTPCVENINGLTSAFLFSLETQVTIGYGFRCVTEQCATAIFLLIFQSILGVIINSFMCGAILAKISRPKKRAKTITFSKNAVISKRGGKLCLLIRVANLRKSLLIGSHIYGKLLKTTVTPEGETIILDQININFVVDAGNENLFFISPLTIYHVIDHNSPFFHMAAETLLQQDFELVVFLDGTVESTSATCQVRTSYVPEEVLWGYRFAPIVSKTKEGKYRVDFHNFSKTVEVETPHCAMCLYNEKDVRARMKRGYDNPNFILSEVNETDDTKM
RAM network inh: blocks the yeast RAM network; S. cerevisiae dse1pr::URA3 reporter, 5-FOA growth OD615, 2 d; analog-sensitive cbk1-as2 kinase mutant strain; inhibition, % at 50 µM; hit rate 1.8% among 190,000; AID 868;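 active = inhibition above a set limit, 3 SD over mean compound inhibition, cut at about 8.4% in these data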;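 also: 0% = DMSO-only wells with no growth and 100% = 10 µM 1-NA-PP1 full growth; inhibition rescues growth on 5-FOA so higher OD means more RAM inhibition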
PPARg SRC3 recr: PPARgamma-driven SRC-3 recruitment agonism. P37231. biochemical PPARgamma/SRC-3 coactivator recruitment assay. activation, % at 8 µM. hit rate 0.26% among 200,000. AID 731; in the data active = activation above about 23%;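 also: 0% = DMSO and 100% = reference agonist; some compounds past the cut are filed as inactive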
SRC2 TRFRET art: counter-screen for PPARgamma SRC-2 recruitment agonists: TR-FRET artefact; stronger effect = higher value; TR-FRET ratio at 8 µM; hit rate 0.4% among 200,000; AID 1049; in the data active = TR-FRET ratio above about 2000; also: inactives centre near 1500; reference of the scale not given here
L major viab: inhibitors of Leishmania major promastigote growth. Leishmania major promastigotes, resazurin fluorescence viability. inhibition, % at 10 µM. hit rate 9% among 200,000; in the data active = inhibition above about 50%;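 also: promastigotes grown with compound for 44 hours at 28 °C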
bIAP inh: blocks bovine intestinal alkaline phosphatase activity. purified bovine IAP, CDP-star luminescence, 30 min. inhibition, % at 20 µM. 190,000 tested, under 10 active;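 active = over 50% inhibition of intestinal alkaline phosphatase at 20 µM in the single-dose screen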
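Incubation: 30 min reaction at room temperature / Material: purified bovine intestinal alkaline phosphatase (IAP) enzyme / Input: enzyme at 1/65,000,000 dilution / Dosing: 20 µM single dose / Signal: CDP-star luminescence signal / Reagent: CDP-star chemiluminescent phosphatase substrate, 30 µM final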
PPARg SRC2 recr: agonists of SRC-2 recruitment by human PPARgamma; AID 1032; activation, % at 8 µM; hit rate 0.34% among 200,000; PPARgamma LBD-SRC-2 recruitment, biochemical; in the data active = activation above about 22%;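 also: 0% = vehicle and 100% = reference agonist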
Redox H2O2 prof: compounds producing H2O2 with reducing agent – biochemical, NIH compound library profiling, artefact control for MLSCN library redox annotation, primary screen; activation, % at 10 µM; DTT-dependent redox cycling H2O2, phenol red/HRP absorbance; 100% = 100 µM peroxide control, 0% = buffer; hit rate 0.03% among 200,000; AID 878;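 active = activation of at least 50% relative to the plate's high and low controls in the primary single-dose screen; inactive = activation below 50%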;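 also: compound incubated with DTT at 0.8 mM final as the reducing agent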
PPARg SRC-1 ag: PPARgamma-driven SRC-1 recruitment agonism | activation, % at 8 µM | P37231 | PPARgamma-SRC-1 coactivator recruitment biochemical assay | AID 631 | hit rate 0.41% among 200,000; in the data active = activation above about 19%;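 also: 0% = DMSO and 100% = reference agonist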
S1P3 antagonist: antagonists of human S1P3 receptor; hit rate 0.27% among 170,000; CHO S1P3 NFAT-BLA reporter, FRET fluorescence, antagonist mode; AID 485; inhibition, % at 4.98 µM; Q99500;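 active = inhibition above the plate cutoff, the mean inhibition of test wells on that plate plus 3 SD, cut at about 28% in these data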;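 also: cells challenged with S1P at its EC80 of 0.8 µM; blue over green emission ratio from cleaved BLA substrate after 4 h stimulation; 0% = S1P-stimulated wells and 100% = unstimulated DMSO-only wells; some compounds past the cut are filed as inactive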
Target sequence (Q99500 whole entry, looked up): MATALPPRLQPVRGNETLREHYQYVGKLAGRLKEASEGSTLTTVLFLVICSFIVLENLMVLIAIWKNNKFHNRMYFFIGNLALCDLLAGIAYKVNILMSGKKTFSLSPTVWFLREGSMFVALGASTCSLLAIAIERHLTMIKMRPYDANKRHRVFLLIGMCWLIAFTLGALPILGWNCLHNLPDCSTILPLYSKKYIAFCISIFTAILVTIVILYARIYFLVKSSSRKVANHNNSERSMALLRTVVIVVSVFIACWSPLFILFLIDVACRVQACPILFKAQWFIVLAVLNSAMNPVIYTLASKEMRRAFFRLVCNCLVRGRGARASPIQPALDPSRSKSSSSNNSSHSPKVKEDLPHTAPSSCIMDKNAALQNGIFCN
Efa HMGR inh: inhibitors of class II HMG-CoA reductase from Enterococcus faecalis. purified E. faecalis HMGR, NADPH absorbance 340 nm kinetic. inhibition, % at 10 µM. hit rate 0.41% among 190,000. AID 1066;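 active = inhibition above a set limit, the median over all tested compounds plus 3 SD, cut at about 9.5% in these data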;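 also: enzyme runs in reverse so mevalonate oxidation gives rising NADPH absorbance; 0% = complete reaction with DMSO and 100% = background rate lacking mevalonate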
* hit, by the source's call; · = no result given.

SMILES	ROMK primary	RAM network inh	PPARg SRC3 recr	SRC2 TRFRET art	L major viab	bIAP inh	PPARg SRC2 recr	Redox H2O2 prof	PPARg SRC-1 ag	S1P3 antagonist	Efa HMGR inh
Cc1cccc(NC(=S)NC23CN4CN(CN(C4)C2)C3)c1C	·	0.8	1.7	1755	3.5	-0.4	7.7	-0.9	4.9	-3.8	-3.1
CS(=O)(=O)N(CC(=O)NCC1CCCO1)c1ccc(Cl)c(Cl)c1 (stereo not drawn)	-1.14	1.8	2.5	1592	0.9	3.4	2.4	0.0	5.0	·	-5.3
CC(NS(=O)(=O)c1ccccc1)C(c1cccs1)N1CCN(C)CC1 (stereo not drawn)	-0.412	-0.6	-13.5	1355	-6.7	-1.4	-6.1	1.6	-1.2	·	-2.3
N#CCSc1nnc(COc2ccc3ccccc3c2)o1	·	0.8	-5.6	1555	4.4	2.2	0.8	1.7	9.2	-0.7	-3.7
C/C(=N\S(=O)(=O)c1ccc(C)cc1)N1CCN(S(=O)(=O)c2ccccc2)C1	·	0.9	1.4	1610	-1.9	6.3	9.2	-0.8	-0.7	-1.7	-3.6
CNC(=O)CN1C(=O)CSc2nc(C)cc(C)c21	·	-0.2	3.4	1578	-3.0	6.5	-3.4	-1.1	6.3	-15.6	-3.1
CCc1ccc(-n2c(SCc3c(C)noc3C)nnc2-c2ccncc2)cc1	0.017	-0.3	3.5	1588	72.0*	-7.0	6.4	0.0	2.7	·	-3.8
CC(C)C(=O)Nc1nc2ccc(S(C)(=O)=O)cc2s1	0.255	0.9	4.6	1440	-7.8	0.1	3.2	1.1	-3.0	-35.8	-3.0
CCc1cccc(OCCCCNCCO)c1	-0.326	0.4	1.5	1577	91.3*	5.1	2.9	0.2	3.5	·	4.9
O=C(CSc1nnc2scc(-c3ccc(Cl)cc3)n12)NCc1ccc2c(c1)OCO2	·	-0.1	-5.0	1370	3.2	11.6	-6.2	2.0	-3.5	3.3	-2.7
O=C(NCc1ccccc1Cl)C1CC(=O)N(Cc2ccccc2)C1 (stereo not drawn)	0.729	-0.3	3.8	1505	-6.7	-9.2	-1.2	0.3	10.1	-3.2	1.6
O=c1[nH]ncc(N/N=C\c2ccncc2)c1Cl	-0.0266	2.4	1.3	1834	7.4	-4.6	11.8	-1.9	8.8	-10.9	1.3
c1ccc(CCC2CCCCN2Cc2cn[nH]c2-c2cc3ccccc3o2)nc1 (stereo not drawn)	-1.66	3.2	1.7	1521	6.7	-31.2	14.1	-1.6	7.2	9.4	1.1
COC(=O)c1ccc(Oc2nc(NC(C)C)nc(SC)n2)cc1	0.0237	2.7	2.1	1551	1.6	5.4	6.6	0.8	1.8	25.0	-2.1
CN(CCO)c1cc(N(C)CCO)c([N+](=O)[O-])cc1[N+](=O)[O-]	-0.416	1.2	3.5	1563	15.4	18.9	7.6	-0.3	6.1	4.5	-2.1
CC(=O)Nc1cccc(OCC(=O)NS(=O)(=O)c2ccc(Cl)cc2)c1	-0.169	1.9	0.5	1457	-6.2	6.7	-1.1	3.0	-1.2	-2.7	-3.0
Cc1ccc(S(=O)(=O)NCc2ccco2)cc1C(N)=O	1.06	2.5	0.9	1713	-7.2	-12.1	-4.1	-0.6	9.8	-8.3	-3.3
Cc1ccc(NC2(C#N)C(=O)Nc3ccccc32)cc1 (stereo not drawn)	-0.165	5.5	-4.9	1349	-3.7	·	-4.6	0.0	-4.1	·	-4.9
O=C(Cn1c(/C=C/c2ccccc2)nc2ccccc21)Nc1ccc(F)cc1	·	2.1	0.5	1610	62.5*	-15.2	-0.4	-0.1	5.1	0.7	-8.4
CS(=O)(=O)Nc1ccc(C(=O)Nc2cccc([N+](=O)[O-])c2)cc1	-0.016	5.2	3.8	1675	0.4	-0.6	1.6	-0.8	6.8	6.8	-2.3
OCC1(Cc2cccc(Cl)c2)CCCN(Cc2sc(N3CCCC3)nc2Cl)C1 (stereo not drawn)	-0.206	-1.1	1.1	1562	14.3	-6.8	-2.2	0.1	-2.0	8.0	0.1
COc1ccc(-c2cc(C(F)(F)F)n3ncc(C(=O)N4CCCCC4c4cccnc4)c3n2)cc1 (stereo not drawn)	-1.13	-0.5	-2.3	1481	98.5*	-8.6	-0.5	-0.3	2.0	-8.2	-7.8
Cc1cc(C(=O)N/N=C(\CCC(=O)O)c2cccs2)c2ccccc2n1	-0.194	2.0	-2.1	1338	-5.1	-29.8	-5.3	-0.5	-4.9	-18.8	1.7
COc1cc(Cl)c(C)cc1NC(=O)COC(=O)c1cc(SC)ccc1Cl	·	6.5	1.8	1538	-4.8	25.0	0.6	1.1	6.8	-0.4	-1.7
Cc1cc(=O)n2[nH]c(-c3ccc(Cl)cc3)cc2n1	·	2.7	-1.3	1532	2.5	-6.0	-3.5	0.4	-6.0	-10.1	-0.7
COc1ccc(NC(=S)Nc2cccnc2)c(OC)c1	-0.394	3.7	7.6	1611	4.8	-2.7	-1.7	0.3	7.3	-8.2	-7.5
Cc1nonc1OCCNc1ccc([N+](=O)[O-])cc1	-1.02	3.4	1.7	1449	-7.0	-121.4	-0.8	0.0	2.3	-2.7	0.0
Cc1cc(C)c2[nH]c(=O)c(C(c3nnnn3C(C)(C)C)N(Cc3ccco3)CC3CCCO3)cc2c1 (stereo not drawn)	-3.25*	-0.9	4.3	1708	44.8	-4.7	8.1	0.2	-5.0	·	-0.6
CC(NC(=O)c1cccnc1)C(c1cccs1)N1CCOCC1 (stereo not drawn)	0.722	-0.9	-7.4	1538	-3.2	7.5	10.8	1.2	-4.8	-12.5	-1.8
COC1CCN(Cc2cn(Cc3ccccc3)nc2-c2cc3ccccc3o2)CC1	-2.54	0.5	6.1	1701	50.5*	-0.7	5.7	0.4	10.1	-6.3	5.4
Cn1ncc(Cl)c1C(=O)NCc1ccc(Cl)cc1	·	1.9	-0.1	1520	-1.5	-4.2	-0.5	0.5	-2.3	-12.3	-0.8
Cc1c(CCOC(=O)c2cc([N+](=O)[O-])cc([N+](=O)[O-])c2)sc[n+]1CC(=O)c1ccccc1	-0.538	0.4	-1.1	1556	28.1	18.7	5.7	-3.2	0.6	-17.9	-6.4
CCCn1c(-c2ccccc2)cc(SC)c(C#N)c1=O	0.153	2.1	-0.7	1317	7.4	-8.3	-5.4	0.0	-6.7	-29.1	-4.5
Cn1cc(CCC(=O)N2CCCC(CCC(=O)NCc3ccc(F)c(F)c3)C2)cn1 (stereo not drawn)	-0.184	-0.8	0.3	1705	0.8	8.8	4.0	-1.1	2.1	-5.5	-2.6
Cc1cc(C2(c3ccc(O)c(C)c3)C(=O)Nc3ccccc32)ccc1O	·	4.7	4.0	1681	93.0*	13.3	5.0	-4.1	6.0	·	0.8
Cc1ccc(CNC(=O)CS(=O)(=O)c2ccccc2)cc1	-0.845	1.4	1.4	1401	-4.1	-1.0	-1.2	-0.2	4.5	20.7	3.3
COc1cc(/C=N/OCC(=O)NC2CCS(=O)(=O)C2)ccc1OC(F)F (stereo not drawn)	0.393	0.8	3.1	1658	-0.3	-7.9	7.3	-1.9	6.8	-11.9	2.2
Cc1ccccc1NC(=O)/C(=C\c1cccs1)NC(=O)c1ccccc1	0.721	2.2	2.7	1552	0.5	4.1	1.0	1.6	-0.3	·	-6.5
COC(=O)/C(=C/c1cn(C)c2ccccc12)[N+](=O)[O-]	·	-1.4	7.4	1557	-3.5	22.2	12.4	0.0	4.6	·	-0.7
CCOC(=O)Cc1c(C)c2ccc(N(CC)CC)cc2oc1=O	·	0.9	6.0	1714	0.3	-32.9	5.6	2.7	6.7	-12.2	-2.5
Cc1cc(Cl)ccc1OCCn1cncn1	-0.263	1.5	5.5	1692	-4.8	1.0	9.1	-0.3	10.8	-13.7	-5.1
O=C1CC(c2ccccc2)c2c(O)cc(O)cc2O1 (stereo not drawn)	-0.758	1.5	-3.5	1387	10.5	14.3	-1.1	0.9	0.6	·	2.1
CCOC(=O)Nc1nc2ccccc2s1	·	1.1	4.3	1678	-1.0	14.2	18.4	1.8	5.1	·	-3.7
Cc1c(NC(=O)CSc2nnc(-c3cccc(Cl)c3)o2)c(=O)n(-c2ccccc2)n1C	0.0792	-0.3	13.5	1495	-7.0	-9.8	1.9	-0.2	-0.7	-7.2	-7.2
O=C1NCC2=C1C(c1ccc(Br)cc1)Nc1ccccc1N2 (stereo not drawn)	·	-0.3	2.2	1713	7.4	-3.2	6.1	2.5	1.3	·	0.7
COc1cccc(NC(=S)NCCN2CCOCC2)c1	-0.0975	0.5	1.8	1667	-6.5	5.5	0.2	-0.1	2.4	13.0	-4.1
COc1ccc(NC(=O)COC(=O)CCCOc2ccc(Cl)cc2Cl)cc1Cl	-0.117	2.7	3.1	1677	-5.4	-1.4	1.3	0.2	5.7	2.6	-1.8
CCCN(CCC)S(=O)(=O)c1ccc(C(=O)Nc2cc3oc4ccccc4c3cc2OC)cc1	-0.123	2.3	3.8	1729	-1.4	6.1	4.5	2.9	-1.0	-23.2	5.2
Nc1nc(-c2ccccc2)c(N=Nc2cccc3ccccc23)s1	·	4.8	-4.5	1427	10.3	0.5	-1.2	3.1	3.2	-9.6	-11.6
COC(=O)c1ccccc1NC(=O)Cn1cnc2c(cnn2-c2ccc(C)c(C)c2)c1=O	-0.0193	·	9.8	1553	-1.2	·	-10.0	0.0	-3.3	·	·
COCC(C)OC(=O)C(C#N)c1nc2ccccc2nc1N1CCN(Cc2ccccc2)CC1 (stereo not drawn)	-1.54	0.2	1.8	1618	67.2*	18.2	3.5	0.1	-4.8	17.3	-5.1
Cn1c(CS(=O)Cc2c(Cl)cccc2Cl)nnc1SCc1ccc(Cl)cc1 (stereo not drawn)	·	0.1	-5.5	1614	-1.2	7.4	3.2	2.3	-11.3	·	4.7
COc1ccc(CC2(CO)CCN(Cc3ccc4c(c3)CCO4)CC2)cc1	0.152	-0.1	4.5	1667	79.0*	-14.3	2.2	14.8	8.0	-34.7	0.1
CCCOc1c(Br)cc(C2C3=C(CCCC3=O)N(CC)C3=C2C(=O)CCC3)cc1OC	1.76	3.5	8.4	1738	38.7	-29.1	3.9	-1.1	8.6	-14.3	2.0
COCCN(Cc1cc2cc3c(cc2nc1Cl)OCO3)C(C)=O	0.548	-0.4	1.0	1611	-0.1	-8.0	-0.5	0.1	-0.1	-21.4	-4.2

Compound activity (PubChem BioAssay)

Rows were taken by chance, and some 13% of all compounds hit somewhere here.
